Screening data as filed in PubChem BioAssay.
KCNQ1 pot: potentiators or activators of KCNQ1 channel, primary screen, cell-based, thallium flux, high-throughput; AID 2648, 2010; CHO-K1 KCNQ1, thallium flux FluxOR fluorescence; hits give high values; Potassium voltage-gated channel subfamily KQT member 1 (Homo sapiens), P51787; B-score at 10 µM; 0.35% of 310,000 active;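 active means fluorescence ratio B-score, a plate-corrected score, at least three library SD, with initial intensity B-score within 5 SD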
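System: CHO-K1 cells stably expressing KCNQ1 / Medium: assay buffer for compound exposure, DMSO matched across wells / Reagent: thallium- and potassium-containing depolarizing buffer / Compound: one concentration, matched DMSO / Incubation: 20 min compound pretreatment at room temperature / Measured by: kinetic FluxOR fluorescence, 10 s baseline plus 110 s post-stimulus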
PolyA inhibitor: polyadenylation inhibitors in yeast reporter cells, primary screen, luminescence, S. cerevisiae; S. cerevisiae SKY197-pL101 polyadenylation reporter, beta-gal luminescence; efflux-impaired pdr1/pdr3 knockout yeast; score 100 = 6 SD above DMSO; calls only at 12 µM; 0.02% of 300,000 active; AID 1875, 2009;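 active means lowest replicate activity score at least 50, where 100 means six control SD above control mean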;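 further: yeast exposed to compound for 9 h at 30 °C; higher score means more reporter readthrough which indicates perturbed polyadenylation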
KCNQ1 block: inhibitors of human KCNQ1 channel, primary screen, cell-based, thallium flux, high-throughput; CHO-K1 KCNQ1, FluxOR thallium flux fluorescence; hits give high values; B-score at 10 µM; 1.3% of 310,000 active;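 active means compounds whose thallium flux B-score, printed positive for inhibition, exceeds three library SD while starting fluorescence stays within three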;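 further: channel opened by potassium depolarization with thallium stimulus after 20 min compound exposure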
GSK3beta inhib: human GSK3beta kinase inhibitors, primary screen, biochemical, cell-free homogeneous, HTS; AID 2097, 2009; GST-GSK3beta kinase, ADP-Glo luminescence, 60 min; hits give low values; Glycogen synthase kinase-3 beta (Homo sapiens), P49841; 0.038% of 300,000 active; activity score (negative = inhibition), % at 10 µM;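 active means more than half of replicate wells score below -50%, meaning over 50% inhibition versus plate controls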;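 further: 0% = median DMSO wells and -100% = median GW8510 positive control wells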
Target sequence (P49841 whole entry, looked up): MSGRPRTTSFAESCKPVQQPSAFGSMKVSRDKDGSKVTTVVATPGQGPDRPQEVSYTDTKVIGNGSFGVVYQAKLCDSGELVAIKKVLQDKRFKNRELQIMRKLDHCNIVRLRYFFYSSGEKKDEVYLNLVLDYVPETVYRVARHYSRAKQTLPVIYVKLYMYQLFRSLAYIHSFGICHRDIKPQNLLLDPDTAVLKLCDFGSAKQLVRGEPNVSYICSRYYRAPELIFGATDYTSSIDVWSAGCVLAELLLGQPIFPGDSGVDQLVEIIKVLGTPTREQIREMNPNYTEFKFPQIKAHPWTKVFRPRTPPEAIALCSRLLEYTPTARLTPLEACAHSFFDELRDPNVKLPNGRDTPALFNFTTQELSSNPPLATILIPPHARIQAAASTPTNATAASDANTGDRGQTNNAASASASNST
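Assay system: GST-tagged human GSK3beta kinase, cell-free; Input: 1.6 ng GSK3beta; Medium: Tris/MgCl2 kinase buffer; Timing: 60 min enzyme reaction, room temperature; Signal: ADP-Glo luminescence quantifying ADP generated by kinase; Evaluation: score relative to plate controls; Benchmarks: DMSO neutral wells and GW8510 at 20 µM as positive.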
KCNK9 block: KCNK9 potassium channel inhibitors, primary screen, HEK293 cells, thallium flux; FluxOR thallium flux fluorescence; hits give low values; Potassium channel subfamily K member 9 (Homo sapiens), Q9NPC2; 1.2% of 310,000 active; B-score at 10 µM;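 active means ratio B-score over 3 SD below the library mean, with starting fluorescence within 5 SD of its mean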;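 further: negative B-score means less thallium flux so channel inhibition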
KCNK3 inh: human KCNK3 channel inhibitors, primary screen, CHO cells, FluxOR thallium flux, B-score. FluxOR fluorescence; hits give low values. B-score at 10 µM. 0.84% of 340,000 active;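 active means B-score under library mean minus 4 SD, starting fluorescence ratio at most library mean plus 5 SD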;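 further: more negative B-score means stronger inhibition of thallium flux through KCNK3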
Target sequence (O14649 whole entry, looked up): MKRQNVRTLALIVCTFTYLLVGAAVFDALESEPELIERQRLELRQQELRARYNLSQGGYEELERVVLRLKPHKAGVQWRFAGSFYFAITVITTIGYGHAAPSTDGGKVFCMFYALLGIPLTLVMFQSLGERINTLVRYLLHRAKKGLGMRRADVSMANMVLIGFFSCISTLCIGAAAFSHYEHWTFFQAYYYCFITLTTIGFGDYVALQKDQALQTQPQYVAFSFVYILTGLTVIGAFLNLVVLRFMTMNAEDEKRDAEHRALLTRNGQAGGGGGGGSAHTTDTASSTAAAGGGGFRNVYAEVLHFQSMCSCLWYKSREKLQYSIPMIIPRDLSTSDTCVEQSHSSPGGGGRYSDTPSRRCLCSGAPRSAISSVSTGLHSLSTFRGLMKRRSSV
RGS4 inh: RGS4 inhibitors, primary screen, cell-based, HEK293 M3R inducible RGS4, calcium flux; Fluo-4 calcium flux; hits give high values; triggered by carbachol at its EC20; B-score at 10 µM; 0.45% of 310,000 active;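 active means B-score, a plate-corrected calcium signal, over three deviations above library mean, with baseline fluorescence within five deviations of library mean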;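 further: RGS4 expression induced by doxycycline in cells with stable M3 receptor; B-score is computed from the integrated fluorescence ratio over baseline after carbachol; higher B-score means a larger calcium signal and so more RGS4 inhibition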
Target sequence (P49798 whole entry, looked up): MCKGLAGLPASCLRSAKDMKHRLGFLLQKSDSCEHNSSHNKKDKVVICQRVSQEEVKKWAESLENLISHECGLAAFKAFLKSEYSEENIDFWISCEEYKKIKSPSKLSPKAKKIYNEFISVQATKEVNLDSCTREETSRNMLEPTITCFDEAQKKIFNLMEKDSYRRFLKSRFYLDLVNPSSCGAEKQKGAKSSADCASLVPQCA
hERG protect: hERG rescue from dofetilide block, primary screen, cell-based, CHO-hERG, FluxOR thallium flux, dofetilide IC70. Voltage-gated inwardly rectifying potassium channel KCNH2 (Homo sapiens), Q12809. 0.51% of 310,000 active. dofetilide IC70 present. activation (rescue from dofetilide block), less the hit threshold, % at 10 µM. AID 1511, 2009;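 active means activation above the mean of controls blocked by dofetilide plus 5 SD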;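 further: thallium influx through hERG after potassium depolarization seen as dye fluorescence rise; in these data hits start at about 4.7%; inactives centre near -7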
RGS4 act: RGS4 potentiators or activators, primary screen, cell-based, HEK293 M3R inducible RGS4, calcium flux. carbachol calcium flux Fluo4; hits give low values. B-score at 10 µM. 0.92% of 310,000 active;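 active means B-score of the integrated calcium signal more than 4 SD below the library mean, with starting fluorescence not abnormally high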;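 further: negative B-score means reduced calcium response which marks RGS4 activation or potentiation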
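Material: M3R-expressing HEK293 line, RGS4 induced by doxycycline | Schedule: Overnight RGS4 induction, 30 min dye load 37 °C, 20 min compound RT | Measured by: Fluo4 fluorescence kinetic imaging of calcium | Read-out: Integrated calcium ratio converted to B score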
DYRK1A inh: rat Dyrk1A kinase inhibitors, primary screen, biochemical, single point, plate reader. Dual specificity tyrosine-phosphorylation-regulated kinase 1A (Rattus norvegicus), Q63470. ADP-Glo luminescence, NFATc1 peptide. inhibition, % at 12.5 µM. 0.43% of 310,000 active; in the data active means inhibition above about 50%;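 further: plate controls were vehicle with enzyme for no effect and no enzyme for full effect; many of its hits are not listed in these tables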
GSK3 alpha inh: blockers of GSK3A enzyme activity – biochemical, luminescence, cell-free homogeneous, HTS, primary screen | AID 2650, 2010 | Glycogen synthase kinase-3 alpha (Homo sapiens), P49840 | 0.1% of 320,000 active | inhibition, % at 10 µM | GSK-3 alpha kinase, ADP-Glo luminescence, 60 min;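 in the data active means inhibition above about 50%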;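 further: GST-tagged GSK-3 alpha with peptide substrate and 25 µM ATP; 0% = DMSO neutral wells and 100% = GW8510 positive control wells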
Starred values were filed as active, the others as inactive; i = inactive; · = not tested or not shown.

SMILES	KCNQ1 pot	PolyA inhibitor	KCNQ1 block	GSK3beta inhib	KCNK9 block	KCNK3 inh	RGS4 inh	hERG protect	RGS4 act	DYRK1A inh	GSK3 alpha inh
O=C(NCc1ccccc1Cl)c1cnccn1	i	i	i	1	i	i	i	-10	i	5	-3
CCN1CCN(C(=O)CCc2nnc(CCc3ccc(OC)cc3)o2)[C@@H](C)C1=O	i	i	i	2	i	i	i	-6	i	0	-3
COc1ccc(Oc2c(C=O)c3ccccc3n2C)cc1	i	i	i	-1	i	i	i	-8	i	24	·
COc1ccc(N2CCN(C(=O)COC(=O)c3cc(S(=O)(=O)N(C)C)ccc3N3CCCC3)CC2)cc1	i	i	i	-1	i	i	i	-6	i	3	1
CCOC(=O)c1ccc(NC(=S)N2CCC(C(N)=O)CC2)cc1	i	i	i	0	i	i	i	-7	i	·	-1
O=C(NC(=S)Nc1ccc2[nH]c(=O)[nH]c2c1)c1cccc(F)c1	i	i	i	-1	i	i	i	-9	i	1	-2
COC(=O)c1cn(NC(=O)Cc2c(F)cccc2Cl)c(=O)c2ccccc12	i	i	i	-1	i	i	i	-16	i	·	5
N#C/C(=C(/O)COC(=O)c1ccc(Cl)c(S(=O)(=O)N2CCOCC2)c1)c1nc2ccccc2[nH]1	i	i	i	3	i	i	i	-9	i	-4	0
CCOc1cc(CNCc2cccs2)cc(Br)c1OCC	i	i	i	6	i	i	i	-9	i	15	-6
O=C(Nc1cccc(-c2nnc(-c3ccccc3)o2)c1)c1ccc(Br)o1	i	i	i	2	-20*	i	i	-2	i	7	-1
O=C(c1cccc(F)c1F)N1CCCc2ccccc21	i	i	i	1	i	i	i	-7	i	19	-1
Cn1c(=O)c2ncn(CC(=O)NCCC3=CCCCC3)c2n(C)c1=O	i	i	i	4	i	i	i	-2	i	-2	3
CC1(C)CC(=O)C2=C(C1)N(c1ccccc1)C(=O)CC2c1ccsc1 (stereo not given)	i	i	i	4	i	i	i	-6	i	-1	-3
CCOc1ccc(C(=O)C2CCN(CC(=O)Nc3ccccc3N3CCOCC3)CC2)cc1	i	i	i	-3	i	i	i	-7	i	10	-7
Cc1cc(C)cc(OCC(=O)NNC(=O)CCC(=O)NCc2ccccc2)c1	i	i	i	0	i	i	i	-6	i	2	-1
O=c1[nH]c(-c2ccccc2O)nc2c1CCCC2	i	i	i	2	i	i	i	-4	i	4	6
O=C(OCc1nc2ccccc2s1)c1cccc(N2C(=O)CCC2=O)c1	i	i	i	-2	i	i	i	-12	i	5	-2
Cc1ccc(NS(=O)(=O)c2ccc3[nH]c(=O)[nH]c3c2)c(C)c1	i	i	i	2	i	i	i	-7	i	-3	-2
Cc1ccc(S(=O)(=O)N2CCN(C(=O)c3ccc(Cl)nc3)CC2)cc1	i	i	i	-3	i	i	i	-18	i	13	1
CCOc1ccc(/C=N/Nc2nc(N3CCCC3)nc(N3CCCC3)n2)cc1OC	i	i	i	4	i	i	i	-5	i	-15	-2

Record cards, as listed above. Order of values: KCNQ1 pot	PolyA inhibitor	KCNQ1 block	GSK3beta inhib	KCNK9 block	KCNK3 inh	RGS4 inh	hERG protect	RGS4 act	DYRK1A inh	GSK3 alpha inh
CCOc1ccc(C(=O)C2CCN(CC(=O)Nc3ccccc3N3CCOCC3)CC2)cc1 across the screens: i	i	i	-3	i	i	i	-7	i	10	-7
O=C(NC(=S)Nc1ccc2[nH]c(=O)[nH]c2c1)c1cccc(F)c1 across the screens: i	i	i	-1	i	i	i	-9	i	1	-2
COc1ccc(N2CCN(C(=O)COC(=O)c3cc(S(=O)(=O)N(C)C)ccc3N3CCCC3)CC2)cc1 across the screens: i	i	i	-1	i	i	i	-6	i	3	1
CCN1CCN(C(=O)CCc2nnc(CCc3ccc(OC)cc3)o2)[C@@H](C)C1=O across the screens: i	i	i	2	i	i	i	-6	i	0	-3

The list goes on.
SMILES	KCNQ1 pot	PolyA inhibitor	KCNQ1 block	GSK3beta inhib	KCNK9 block	KCNK3 inh	RGS4 inh	hERG protect	RGS4 act	DYRK1A inh	GSK3 alpha inh
CCc1ccc(N2CC(C)Cn3c2nc2c3c(=O)[nH]c(=O)n2C)cc1 (stereo not given)	i	i	i	0	i	i	i	1	i	-1	-2
COC(=O)c1cc(S(=O)(=O)N2CCN(c3ccc(F)cc3)CC2)c[nH]1	i	i	i	-3	i	i	i	-6	i	·	3
CN(Cc1ccccc1)C(=O)CCC1CCN(S(=O)(=O)N(C)C)CC1	i	i	i	3	i	i	i	-1	i	3	-2
CCc1nnc(NC(=O)C2CCCN(S(=O)(=O)c3ccccc3)C2)s1 (stereo not given)	i	i	i	1	i	i	i	-5	i	-3	4
CCOc1cccc(C(=O)Nc2cc(-c3nn4c(C)nnc4s3)ccc2C)c1	i	i	i	3	i	i	i	-8	i	-9	-1
CC(C)CCN1CCN(Cc2ccc3nsnc3c2)CC1CCO (stereo not given)	i	i	i	3	i	i	i	-9	i	3	-3
CCc1cccc(C)c1NC(=O)CO/N=C(\N)CC(=O)NC1CCCCC1	i	i	i	-2	i	i	i	-9	i	3	0
CCC(C)(c1nnnn1-c1c(C)cccc1C)N(N=O)c1cccc(C(F)(F)F)c1 (stereo not given)	i	i	i	2	i	i	i	-7	i	-2	1
COc1ccccc1-c1nc(C#N)c(NCc2ccc(F)cc2)o1	i	i	i	3	i	i	i	-8	i	14	2
Cc1ccc(-c2nnc(SCC(=O)N3CCCC3)o2)cc1C	i	i	i	-2	i	i	i	-8	i	-3	-1
CCN1CCN(C(=O)CCc2nnc(CCCCc3ccccc3)o2)[C@@H](C)C1=O	i	i	i	-1	i	i	i	-3	i	-1	3
CCSc1nc2ccccc2c(=O)n1-c1c(C)n(C)n(-c2ccccc2)c1=O	i	i	i	-2	i	i	i	-12	i	1	-3
COC(=O)CSc1nc(-c2ccc(F)cc2)cc(C(F)(F)F)n1	i	i	i	2	i	i	i	0	i	-6	0
CC(=O)Nc1ccc(SCC(=O)Nc2ccc(Cl)cn2)cc1	i	i	i	-9	i	i	i	-2	i	·	6
COC(=O)C1(Cc2cc(-c3ccc([N+](=O)[O-])cc3)no2)CCN(C(=O)OC(C)(C)C)CC1	i	i	i	0	i	i	i	-14	i	3	-2
COc1cc(NC(=S)Nc2ccc(S(=O)(=O)N3CCOCC3)cc2)cc(OC)c1OC	i	i	i	1	i	i	i	-4	i	-5	-2
Cc1ccc(C)c(NC(=S)c2ccccn2)c1	i	i	i	3	i	i	i	-3	i	15	-2
CCN1CCc2c(OCC(=O)N3N=C(c4cccs4)CC3c3ccc(F)cc3)cccc2C1=O (stereo not given)	i	i	i	-4	i	i	i	-4	i	1	-1
COc1ccc(OC)c(/C(C)=N\NC(=O)c2cc3cc(Cl)ccc3n2C)c1	i	i	i	-1	i	i	i	-3	i	-8	-1
Cc1ccc(C(=O)NCCc2cccs2)cc1	i	i	i	-2	i	i	i	-4	i	2	-2
O=C(CC12CC3CC(CC(C3)C1)C2)NC(=S)NCc1ccco1	i	i	6*	1	i	i	i	-26	i	2	-1
Cc1cc(NC(=O)c2c(F)cccc2Cl)no1	i	i	i	1	i	i	i	-10	i	-10	0
CC(OC(=O)c1cc(Br)ccc1O)C(=O)NCc1ccc2c(c1)OCO2 (stereo not given)	i	i	i	2	i	i	i	-8	i	5	3
CCCCCCc1cc2cc(S(=O)(=O)c3ccc(Cl)cc3)c(=O)oc2cc1O	i	i	11*	-4	i	i	i	-1	i	8	-2
Cn1ncc2c(NNC(=O)Cc3cccc4ccccc34)ncnc21	i	i	i	18	i	i	i	-3	i	-7	·
N#Cc1ccc(NC(=O)CCc2nc3ccccc3s2)cc1	i	i	i	0	i	i	i	-8	i	0	0
Cc1nc(/N=C\c2ccc(N(C)C)cc2)sc1C	i	i	i	2	i	i	i	-4	i	-14	-2
CC(=O)Nc1ccc(Sc2ncnc3scc(-c4ccccc4)c23)cc1	i	i	i	-2	i	i	i	-15	i	0	0
COc1cccc(C2C(C#N)=C(N)SC(c3ccccc3)C2[N+](=O)[O-])c1 (stereo not given)	i	i	i	0	i	i	i	-3	i	0	1
C1=CC2CC1CC2CNCc1ccco1 (stereo not given)	i	i	i	2	i	i	i	-14	i	-5	-1
CN(CC(=O)Nc1c(Cl)cccc1Cl)C(=O)c1ccccc1-c1nc2ccccc2s1	i	i	i	2	i	i	i	-19	i	·	-3
COc1ccc(C2CC(=O)C=C(NCC3CCCO3)C2)cc1 (stereo not given)	i	i	i	2	i	i	i	-8	i	0	-2
COC(=O)CN1C(=O)[C@H]2[C@@H](C3CC3)N3C(=O)CN(Cc4ccc(-c5ccccc5)cc4)C(=O)[C@@]3(Cc3ccccc3)[C@H]2C1=O	i	i	i	0	i	i	i	-2	i	2	0
O=C(O)c1ccc(N/N=C/c2cc3cc4c(cc3nc2Cl)OCCO4)cc1	i	i	i	0	i	i	i	-7	i	9	1
O=C(O)CSCc1ccc(C(=O)O)o1	i	i	i	-2	i	i	i	-7	i	-2	-3
Cn1c(N)c(N=Nc2ccc(S(N)(=O)=O)cc2)c(=O)n(C)c1=O	i	i	i	-4	i	i	i	-2	i	3	-3
CCOC(=O)C1CCCN(C(=O)c2ccccc2NC(C)=O)C1 (stereo not given)	i	i	i	1	i	i	i	-5	i	-4	1

An excerpt; the hit share may differ from the screen's.
